ERK EGF block = EGF-driven ERK pathway inhibition. HEK293-V1b, EGF-stimulated phospho-ERK AlphaScreen. Potency, µM (titrated, usually from 11.5 µM), without a hit: at the top dose activity change, negative = inhibition, most hits filed as inhibitors. actives 0.41% (n = 130,000); active = well fitted inhibition curve with a large enough effect; inconclusive = small, poorly fitted or top-dose-only effect, or effect the other way;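 note: plate controls were stimulated vehicle wells for no effect and unstimulated vehicle basal for full effect; nearly all actives have a fitted effect of over 55% in size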
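In this qHTS, HEK293 cells with stable type-1 vasopressin (V1b) receptor were exposed to compound at 37C for 30 min, stimulated 5 min with EGF at 25 nM, lysed, and probed for phospho-ERK by AlphaScreen.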
* = called active by the depositor; ? = inconclusive; [ ] = remark or other dose. Potency is the fitted concentration of half-maximal effect.

ERK EGF block | structure
3% | O=C(NCCc1nc2ccccc2[nH]1)c1cc([N+](=O)[O-])cc([N+](=O)[O-])c1
-8% | O=C(OCC(=O)N1CCN(C(=O)c2ccco2)CC1)c1cc(S(=O)(=O)Nc2ccc(Cl)cc2)ccc1O
-4% | COCCn1c(SCC(=O)Nc2ccccc2OC)nc2ccccc21
32µM* | COc1ccc(-n2ncc3c(N4CCN(Cc5ccccc5)CC4)ncnc32)cc1
-4% | O=C(Cn1cnc2ccccc2c1=O)Nc1nnc(C2CC2)s1
-3% | CCOC(=O)C1(CC2CC2)CCN(C(=O)c2cc(C)nc3ccc(CC)cc23)CC1
-3% | CCn1c(C)c(P(c2ccccc2)c2ccccc2)[n+]2ccccc12
1% | Cc1cc(NC(=O)CSc2nnc(NC(=O)C3CC(=O)N(c4ccccc4C)C3)s2)no1 (stereo unspecified)
14% | Cc1ccc(-n2c(SCC3CNC(=O)O3)nnc2-c2ccccc2)cc1C (stereo unspecified)
-1% | NC(=O)c1ccsc1NC(=O)c1ccc2c(c1)CCCC2
-13% | CC1CC1C(=O)OCC(=O)Nc1ccc2[nH]c(=O)[nH]c2c1 (stereo unspecified)
6% | O=C1NC2(CCc3ccccc3C2)C(=O)N1CCOc1cccc(Cl)c1 (stereo unspecified)
-15% | O=C(Nc1nnc(SCC(=O)N2CCOCC2)s1)c1ccccc1
-1% | CCN(CC)C(=O)c1ccc(Oc2ccc([N+](=O)[O-])cc2Cl)cc1
-6% | O=c1[nH]c2cc3ccccc3cc2nc1C(F)(F)F
1%[57.5 µM] | CCc1ccc(CN2CCCC(CCC(=O)N3CCN(c4ccccn4)CC3)C2)o1 (stereo unspecified)
4% | CCN(CC)CCCNC(=S)Nc1ccc(Br)cc1
0%[57.5 µM] | CCOC(=O)N1CCC(=NNc2nc(C)cc(=O)[nH]2)CC1
-5% | O=C(O)C/C=C(\NC(=O)OCc1ccccc1)C(=O)OCc1ccccc1
1% | COc1c(C)c2c(c(O)c1C/C=C(\C)CCC(=O)O)C(=O)OC2
-2% | CNC(=O)CSc1nc(SC)ns1
-4% | CCOC(=O)C1(Cc2ccccc2)CCCN(C2CCCC2)C1 (stereo unspecified)
-2% | COC(=O)c1ccccc1NC(=O)CSc1nnc(-c2cccnc2)n1C
-2% | COc1cccc([C@@H]2Oc3ccc(Br)cc3C(=O)[C@H]2OC(=O)N[C@H](C)C2CCCCC2)c1

Part of the list above in order of formula weight, largest number first:
ERK EGF block | structure
-2% | COc1cccc([C@@H]2Oc3ccc(Br)cc3C(=O)[C@H]2OC(=O)N[C@H](C)C2CCCCC2)c1
1% | Cc1cc(NC(=O)CSc2nnc(NC(=O)C3CC(=O)N(c4ccccc4C)C3)s2)no1 (stereo unspecified)
1%[57.5 µM] | CCc1ccc(CN2CCCC(CCC(=O)N3CCN(c4ccccn4)CC3)C2)o1 (stereo unspecified)
-3% | CCOC(=O)C1(CC2CC2)CCN(C(=O)c2cc(C)nc3ccc(CC)cc23)CC1
32µM* | COc1ccc(-n2ncc3c(N4CCN(Cc5ccccc5)CC4)ncnc32)cc1
-2% | COC(=O)c1ccccc1NC(=O)CSc1nnc(-c2cccnc2)n1C
14% | Cc1ccc(-n2c(SCC3CNC(=O)O3)nnc2-c2ccccc2)cc1C (stereo unspecified)
-15% | O=C(Nc1nnc(SCC(=O)N2CCOCC2)s1)c1ccccc1
-1% | CCN(CC)C(=O)c1ccc(Oc2ccc([N+](=O)[O-])cc2Cl)cc1
-3% | CCn1c(C)c(P(c2ccccc2)c2ccccc2)[n+]2ccccc12
4% | CCN(CC)CCCNC(=S)Nc1ccc(Br)cc1
-4% | O=C(Cn1cnc2ccccc2c1=O)Nc1nnc(C2CC2)s1
-4% | CCOC(=O)C1(Cc2ccccc2)CCCN(C2CCCC2)C1 (stereo unspecified)
-1% | NC(=O)c1ccsc1NC(=O)c1ccc2c(c1)CCCC2
0%[57.5 µM] | CCOC(=O)N1CCC(=NNc2nc(C)cc(=O)[nH]2)CC1
-13% | CC1CC1C(=O)OCC(=O)Nc1ccc2[nH]c(=O)[nH]c2c1 (stereo unspecified)
-6% | O=c1[nH]c2cc3ccccc3cc2nc1C(F)(F)F
-2% | CNC(=O)CSc1nc(SC)ns1

The results go on.
ERK EGF block | structure
0% | CC(=O)Nc1cccc(/C(C)=N/NC(=O)c2ccc(O)cc2)c1
0% | Cc1cccc(NC(=O)CCC(=O)OCc2ccc(Br)cc2)c1
7%[57.5 µM] | O=C(COC(=O)c1ccccc1O)Nc1cc([N+](=O)[O-])ccc1Cl
-10% | CC(=O)Nc1ccc(S(=O)(=O)N(C)Cc2ccccc2)cc1
11% | Cc1cc(-c2ccccc2)nc(N(C)N)c1S(C)(=O)=O
-1% | Cc1nc(-c2ccc(NC(=O)c3ccccc3)cc2)cs1
9%[57.5 µM] | O=C(Nc1nnc(C2CC2)s1)c1cccnc1Oc1ccc(Cl)cc1
7% | O=c1[nH]c(CSc2nnc3ccccn23)nc2ccccc12
-4% | COc1cc2c(cc1NC(=S)NC(=O)/C=C/c1ccco1)oc1ccccc12
5% | CCN1C(=O)C(CC(=O)Nc2ccccc2)S/C1=N\c1ccccn1 (stereo unspecified)
-1% | N#Cc1ccc(/C=N/NC(=O)c2cccc(S(=O)(=O)N3CCOCC3)c2)cc1
5% | CCCCN(C(=O)CSc1nncn1-c1ccccc1)c1c(N)n(Cc2ccccc2)c(=O)[nH]c1=O

Another view of two compounds above.
Molecule | ERK EGF block
Cc1nc(-c2ccc(NC(=O)c3ccccc3)cc2)cs1 | -1%
O=C(Nc1nnc(C2CC2)s1)c1cccnc1Oc1ccc(Cl)cc1 | 9%[57.5 µM]

Other records:
ERK EGF block | structure
-1% | CC1(C)CC(=O)C(CC(=O)NC2CCCc3ccccc32)C(=O)C1 (stereo unspecified)
8%[57.5 µM] | Cc1ccc(C2=NOC(C)(c3nnc(-c4ccc(F)cc4)o3)C2)cc1 (stereo unspecified)
3% | O=C(NCC1CCCO1)c1sc2cc(Cl)ccc2c1Cl (stereo unspecified)
4%[57.5 µM] | CC(=O)n1cc(N(C(=O)CCl)c2ccc([N+](=O)[O-])cc2)c2ccccc21
0%[57.5 µM] | CCO[C@H]1OC(C(=O)NCc2ccccc2)=C[C@@H](c2cn(C(C)=O)c3ccccc23)[C@@H]1CCCO
8% | O=C1CN(C(=O)c2cc([N+](=O)[O-])ccc2Cl)C(c2ccc(F)cc2)c2cc(F)ccc2N1 (stereo unspecified)
8% | S=C(Nc1ccc2nc(-c3ccccn3)c(-c3ccccn3)nc2c1)N1CCOCC1
1%[57.5 µM] | C/C(=N\O)C(C)(C)Nc1ccccc1F
10%[57.5 µM] | O=C(c1ccc(F)cc1F)C1CCN(c2ccc([N+](=O)[O-])cn2)CC1
2% | Cc1ccc(/C=C/C(=O)NCCCN2CCN(CCCNC(=O)/C=C/c3ccc(C)cc3)CC2)cc1
-7% | CCn1cc(C(=O)N2CCN(c3ccccc3OC)CC2)c2cc(OC)c(OC)cc2c1=O
-2% | CNS(=O)(=O)c1ccc2nc(NC(=O)c3ccc(N4C(=O)CCC4=O)cc3)sc2c1
4%[25.7 µM] | CN1C(=O)OC(C)(C)C1=O
-4% | Cc1ccc(/C=N/NC(=O)CNC(=O)c2ccc(S(=O)(=O)N3CCCC3)cc2)o1
13% | Cc1ccc(C)n1-c1sc2c(c1C(=O)O)CCCC2
1% | CCOc1ccc(C(C)NC(=S)NC2CCCCC2)cc1 (stereo unspecified)
1% | CC(=O)Nc1ccc2nc(NC(=O)COc3cccc(C)c3)sc2c1
6% | COc1ccc(C2(C(=O)Nc3c(C)n(C)n(-c4ccccc4)c3=O)CCCC2)cc1OC
1% | COc1ccc(/C=N/NC(=O)CCCCCNC(=O)c2ccccc2)cc1
-1% | COc1cc2c(cc1OC)C(C(=O)Nc1ccccc1N1CCN(C)CC1)C1c3ccccc3CCN1C2=O (stereo unspecified)
-5%[57.5 µM] | CC1(c2ccccc2)NC(=O)N(NC(=O)CSc2n[nH]c(N)n2)C1=O (stereo unspecified)
14%[57.5 µM] | Cc1cc(Br)ccc1SCC(=O)OCC(=O)c1c(N)n(C)c(=O)n(C)c1=O
0% | CC(OC(=O)c1ccc2c(=O)n3c(nc2c1)CCCCC3)C(=O)Nc1ncc(Cl)cc1Cl (stereo unspecified)
3%[25.7 µM] | CN(C)/N=N\c1nc[nH]c1C(N)=O
4% | O=C(O)/C=C/c1ccc(OCCCF)cc1
3% | Cc1cc([N+](=O)[O-])cnc1N1CCOCC1
-7%[57.5 µM] | COc1cc2c(C(=O)NCCN(C)C)cn(CC(C)C)c(=O)c2cc1OC
-11% | Cc1ccc(/C=C(\C#N)C(=O)NC(C)C)o1
2% | COc1ccc(Nc2nc(Cl)c(C=O)s2)cc1
-1% | N#C/C(=C\c1ccc(Sc2ccc(Cl)cc2)o1)c1nc2ccccc2[nH]1
-5% | Cc1ccc2c(c1)C=CC(C#N)N2C(=O)c1ccccc1 (stereo unspecified)
-14%[57.5 µM] | CC(C)(C)OC(=O)CC[C@@H](C(=O)N1CCN(C(=O)OC(C)(C)C)CC1)n1cc(C(CO)NC(=O)OC(C)(C)C)nn1 (stereo partly specified)
9% | CCNc1ccc(C(=O)OCC(=O)N(Cc2ccccc2)C(C)(C)C)cc1[N+](=O)[O-]
-17%[57.5 µM] | CCOC(=O)CSc1ccc(S(=O)(=O)N(CC)CC)cc1[N+](=O)[O-]
2% | O=C(Cn1c(=O)c(=O)n(Cc2ccccc2)c2ccc(Cl)cc21)Nc1cccc(F)c1
0%[57.5 µM] | COc1ccnc(Oc2cc(Cl)cc(Cl)c2)c1C#N
3% | NS(=O)(=O)c1cc(C(=O)O)c(NCc2ccco2)cc1Cl
1%[57.5 µM] | O=C(Nc1cnccc1C(F)(F)F)NC1CCCCC1
? | Nc1[nH]n(-c2ccccc2)c(=O)c1N=Nc1ccc2c(c1)OCCO2
? | OC(CCN1CCCCC1)(c1ccccc1)c1ccccc1
-1% | ClCc1csc(-c2ccccc2Cl)n1
-10% | Cn1nc(C(=O)N2CCN(S(=O)(=O)/C=C/c3ccccc3)CC2)c2ccccc2c1=O
4% | Cc1ccc(C(=O)Nc2cccc(C(=O)NCc3ccccc3)c2)cc1
-11% | CSc1nc(C)c(CCO)c(=O)[nH]1
1%[57.5 µM] | Cc1cc(C2=NNC(=Nc3ccc(S(=O)(=O)N4CCOCC4)cc3)SC2)c(C)n1CC1CCCO1 (stereo unspecified)
-4%[57.5 µM] | CCOC(=O)c1ccc(CSC(=N)N)o1
-6% | CCOC(=O)c1cnc2c(c(C)nn2CC)c1Cl
-2% | Cc1c(C(C)C)c(=O)n(-c2ccc(S(=O)(=O)NC3CC3)cc2)n1C
0% | Cc1c(C)c2c(c(C)c1O)CC[C@@](C)(CCC[C@H](C)CCC[C@H](C)CCCC(C)C)O2
39% | Cc1cc(CSc2nc(C)cc(=O)[nH]2)c2ncccc2c1
5%[57.5 µM] | C/C(=N/NC(=O)CN1CCN(S(=O)(=O)c2ccc(C)cc2)CC1)c1cccc(O)c1
-4%[57.5 µM] | CCN(CC)CCN1C(=O)C(=O)/C(=C(/O)c2ccc(OC(C)C)cc2)C1c1cccs1 (stereo unspecified)
9% | Cc1cccc(-c2ncc(CN3CCCC(CO)(Cc4cccc(Cl)c4)C3)cn2)c1 (stereo unspecified)
-21% | O=c1[nH][nH]c(=O)n1-c1ccccc1
5% | COC(=O)C1=CN(Cc2cccs2)C=C(C(=O)OC)C1c1cccc(O)c1
1% | COc1ccc(Br)c(C(=O)NCCC(C)C)c1
-7% | Cc1ccsc1/C=N/Nc1nc2ccccc2[nH]1
-11% | CCCCn1c(=O)c(CCC(=O)OCC(=O)Nc2ccc(F)c(Cl)c2)nc2ccccc21
-18% | CC(C)c1ccc(NC(=S)NNC(=O)C2CC2)cc1
4% | Clc1ccc(C2[C@H]3CN(Cc4cccnc4)[C@H](c4ccccc4)C34CC2(c2ccccc2)C4)cn1 (stereo partly specified)

Next part:
ERK EGF block | structure
-13% | O=C(/C=C\c1ccco1)Oc1cccc2cccnc12
? | CCc1ccccc1NC1c2ccccc2C(=O)N1c1cc(C)ccn1 (stereo unspecified)
-3% | Cc1cccc(N2C(=O)CCC2=O)n1
13%[57.5 µM] | O=C(COC(=O)c1ccc(S(=O)(=O)Nc2ccccc2)cc1)NCC1CCCO1 (stereo unspecified)
8% | CC(=O)Nc1ccc(OCC(O)Cn2ccnc2)cc1 (stereo unspecified)
-7% | COc1ccc(C(=O)N2CCC3(CC2)CN(c2ccc(-c4ccccc4)cc2)C3)cc1
9% | O=C(CN1C(=O)NC2(CCCCC2)C1=O)Nc1ccc(F)cc1
-2% | Cc1c(NC(=O)c2ccccc2)cccc1[N+](=O)[O-]
0% | COc1cccc2sc(Nc3nnc(-c4ccccc4Cl)o3)nc12
-2% | CN(C)c1ccc(NC(=O)/C=C/c2c(Cl)cccc2Cl)cc1
5% | COc1ccc(C2CC(=O)C(C3NCCc4ccccc43)=C(O)C2n2cncn2)cc1 (stereo unspecified)
0% | O=C(Nc1nnc(SCc2ccc(F)cc2)s1)c1cnccn1
20% | Cc1nc(NC(=O)C2CC2)sc1C(=O)N(C)C
-7%[57.5 µM] | CC1(NC(=O)Nc2ccccc2)CCS(=O)(=O)C1 (stereo unspecified)
6% | O=C(/C=C/c1ccccc1)NC1CC2CCC1C2 (stereo unspecified)
-4% | FC(F)(F)c1ccccc1NC1=NCCC1
? | CC1=C/C(=N\OS(=O)(=O)c2ccccc2)C(C(C)C)=CC1=O
2% | Cc1cc(C(=O)CSc2nnc(N)s2)c(C)n1Cc1ccco1
-3% | Cc1csc(N/N=C/c2ccccn2)n1
6% | Cc1cc(C)n(CC(=O)N/N=C/c2cc([N+](=O)[O-])ccc2O)n1
-5%[57.5 µM] | O=C1OC(c2ccccc2)=C/C1=C/c1cccs1
-1% | CCCCN(C)C(=O)CCC(=O)Nc1ccc2nc(N3CCN(C)CC3)cc(C)c2c1
9% | CCn1c(/C=C/N(C(C)=O)c2ccccc2)[n+](CCCS(=O)(=O)[O-])c2cc(Cl)c(Cl)cc21
-8% | O=C1Nc2ccc(Br)cc2C1(O)Cc1ccccn1 (stereo unspecified)
5%[57.5 µM] | COc1ccc(/C=N/Nc2nn3cnnc3c3ccccc23)cc1

A portion of the library, so the mix of outcomes need not match the whole.
